Source: PubChem BioAssay
GRP78 ERSR act – induces the endoplasmic reticulum stress response in human glioma cells | U87-MG GRP78 promoter luciferase reporter, 16 h | Potency, µM, for inactives: at the top dose activation, actives largely listed as activators | hit rate 0.02% among 420,000 | AID 602332; also: potency is read from the fitted curve at half-maximal effect; series mostly up to about 76 µM; % of control where 0% means no effect; nearly all actives have a fitted effect of over 35% in size
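Stably transfected U87-MG glioma cells carrying a GRP78-based luciferase sensor; 16 h compound incubation. Luminescence end-point read 10 min after Bright-Glo addition at room temperature.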
RXFP1 agonist – RXFP1 (human) receptor agonism; HEK293T-RXFP1 cAMP TR-FRET, 30 min; response scale: percent of porcine relaxin response, buffer zero; Potency, µM (titrated, usually from 57.5 µM), for inactives: top-dose activation, usual class: activators; hit rate 0.3% among 370,000; AID 2676; also: potency is read from the fitted curve at half-maximal effect; % is scaled to controls: 0 for no effect and ±100 for the full control effect; nearly all actives have a fitted effect of over 60% in size; many of its hits are not listed in these tables
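HEK293 cells stably expressing RXFP1, treated 30 min at 37C with compounds plus PDE4 inhibitor Ro 20174; cAMP measured by HTRF TR-FRET. Normalized to buffer and 29 nM porcine relaxin; EC50 by Hill fit.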
LDHA inh – inhibitors of human lactate dehydrogenase A; activity change, % (values are at about 110 or 230 µM); purified LDHA, NADH/diaphorase-resazurin fluorescence; hits give low values; hit rate 0.15% among 480,000; P00338; in the data active = activity change below about -30%; inconclusive = mostly about -25% to -30%;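 also: plate controls were DMSO wells for no effect and wells without enzyme for full effect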
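Resorufin fluorescence (ex540/em590), read at 0 and 20 min after diaphorase/resazurin addition, reports the NADH left after a 5 min room-temperature reaction of 2 nM human LDH5 with 0.06 mM NADH and 0.2 mM pyruvate.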
Vif-A3F inh – blocks the Vif interaction with APOBEC3F; HeLa A3F-eYFP + Vif (tagged APOBEC3F with the HIV-1 protein that degrades it), YFP fluorescence increase; Potency, µM (doses to about 46.1 µM), inactives show at the top dose activity, negative = active; hit rate 0.2% among 390,000; also: potency is read from the fitted curve at half-maximal effect; % of control where 0% means no effect; nearly all actives have a fitted effect of over 65% in size
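Fluorescence increase (Ex 488/Em 500-530) after overnight compound treatment at 37 deg C flags inhibition of Vif-driven A3F-eYFP loss in stable HeLa A3F-eYFP/Vif cells seeded overnight beforehand.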
PI4K2A inh – PI4K2A (human) kinase inhibition; purified PI4K2A, ADP-Glo luminescence, 1 h; hits give low values; AID 1346378; hit rate 0.13% among 420,000; activity change, negative = inhibition, % at 76.9 µM; in the data active = activity change below about -50%; inconclusive = mostly about -30% to -49%;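 also: -100% = wells without enzyme as full effect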
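In this quantitative HTS, ADP production by PI4K2A was quantified luminescently after 1 h at ambient temperature; 100 microM adenosine served as plate-quality control.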
TrxR1 substrate – is turned over as a substrate by rat TrxR1; AID 588456; purified TrxR1 substrate turnover, NADPH consumption readout; hit rate 0.01% among 390,000; O89049; Potency, µM (series often up to 114 µM), inactives show top-dose activity change, negative = substrate turnover; also: potency is read from the fitted curve at half-maximal effect; % is scaled to controls: 0 for no effect and ±100 for the full control effect; nearly all actives have a fitted effect of over 50% in size
Target sequence (O89049 whole entry, looked up): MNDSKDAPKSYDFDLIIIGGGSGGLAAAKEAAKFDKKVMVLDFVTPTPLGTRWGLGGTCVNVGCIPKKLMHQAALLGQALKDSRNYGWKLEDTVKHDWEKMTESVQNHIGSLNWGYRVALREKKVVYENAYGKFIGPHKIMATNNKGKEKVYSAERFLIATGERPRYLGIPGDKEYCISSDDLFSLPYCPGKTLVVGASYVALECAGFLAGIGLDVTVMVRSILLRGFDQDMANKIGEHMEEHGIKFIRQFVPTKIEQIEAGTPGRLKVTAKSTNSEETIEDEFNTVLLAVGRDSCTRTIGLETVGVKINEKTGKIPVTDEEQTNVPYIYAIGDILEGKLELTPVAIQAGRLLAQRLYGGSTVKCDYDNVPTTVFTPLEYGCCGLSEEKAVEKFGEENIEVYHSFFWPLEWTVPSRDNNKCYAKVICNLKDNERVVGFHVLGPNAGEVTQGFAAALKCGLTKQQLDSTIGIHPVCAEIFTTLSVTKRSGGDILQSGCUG
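Rat TrxR1, dispensed at 90 nM, was prereduced with 400 uM NADPH (final) for 5 min at ~22 deg C, then incubated with compound 15 min before 400 uM selenite. A first-read NADPH fluorescence drop versus no-compound background flagged substrates.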
Vif-APOBEC3G blk – blocks the Vif interaction with human APOBEC3G. Q9HC16. HeLa A3G-eYFP + Vif (tagged APOBEC3G with the HIV-1 protein that degrades it), YFP fluorescence, overnight. Potency, µM (doses to about 46.1 µM), inactives show at the top dose activity, negative = active, actives largely listed as inhibitors. hit rate 0.076% among 410,000. AID 602310;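 also: potency is read from the fitted curve at half-maximal effect; % is scaled to controls: 0 for no effect and ±100 for the full control effect; nearly all actives have a fitted effect of over 60% in size; hits raise eYFP signal because A3G escapes Vif-driven loss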
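Read-out is eYFP fluorescence (Ex 488/Em 500-530) from Vif-expressing HeLa A3G-eYFP cells; more signal means A3G escaped Vif-mediated degradation. Cells plated overnight, compound pinned in, incubated overnight at 37 deg C.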
IDH1 R132H inh – inhibitors of human mutant IDH1 R132H; Potency, µM (doses to about 76.6 µM), inactives show at the top dose activity change, negative = inhibition, usual class: inhibitors; IDH1-R132H enzyme, NADPH consumption, diaphorase/resazurin fluorescence; O75874; hit rate 0.093% among 390,000; also: potency is read from the fitted curve at half-maximal effect; % is scaled to controls: 0 for no effect and ±100 for the full control effect; nearly all actives have a fitted effect of over 65% in size
Target sequence (O75874 whole entry R132H, stated change not applied): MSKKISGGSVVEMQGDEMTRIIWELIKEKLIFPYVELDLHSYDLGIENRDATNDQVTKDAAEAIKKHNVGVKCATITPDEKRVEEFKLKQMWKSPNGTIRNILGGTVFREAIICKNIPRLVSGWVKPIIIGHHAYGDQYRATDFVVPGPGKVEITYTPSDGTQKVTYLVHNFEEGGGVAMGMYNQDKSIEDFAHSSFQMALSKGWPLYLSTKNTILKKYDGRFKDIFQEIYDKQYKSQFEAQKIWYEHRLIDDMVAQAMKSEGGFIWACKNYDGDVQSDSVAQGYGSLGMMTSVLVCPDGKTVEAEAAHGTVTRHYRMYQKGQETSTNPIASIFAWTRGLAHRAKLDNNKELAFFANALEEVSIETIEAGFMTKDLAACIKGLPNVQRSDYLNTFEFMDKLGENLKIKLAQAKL
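IDH1-R132H (0.5 ug/mL dispensed) in pH 7.5 Tris buffer was preincubated 30 min with compound, then given a substrate mix of 0.016 mM NADPH and 2 mM alpha-KG for 80 min at room temperature; remaining NADPH was read by diaphorase/resazurin fluorescence.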
USP1 inh – inhibitors of human USP1/UAF1 deubiquitinase. O94782. recombinant USP1/UAF1, Ub-Rhodamine cleavage fluorescence. Potency, µM (highest dose often 57.1 µM), for the others: at the highest dose activity change, negative = inhibition, hits mostly inhibitors. hit rate 0.23% among 390,000. AID 743255; also: potency is read from the fitted curve at half-maximal effect; % is scaled to controls: 0 for no effect and ±100 for the full control effect; nearly all actives have a fitted effect of over 60% in size; inactives centre near -12
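In this screen, compounds sit with the deubiquitinase complex (1nM) for 15 min at room temperature before Ub-Rho is added at 150nM final. Fluorescence rise is then followed for 6 reads every 60 seconds.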
An asterisk follows results filed as active; ? = inconclusive; / = no result given; & = joins results of further samples; [ ] = dose if it differs, or a comment. Unless noted, calls follow the shape of the dose curve; as a rule, active = well fitted curve in the direction sought with a large enough effect; inconclusive = small, poorly fitted or top-dose-only effect, or another doubt; inactive = no such curve, though single readings can be large; an effect the other way counts as inactive or inconclusive.

SMILES | GRP78 ERSR act | RXFP1 agonist | LDHA inh | Vif-A3F inh | PI4K2A inh | TrxR1 substrate | Vif-APOBEC3G blk | IDH1 R132H inh | USP1 inh
CCN1/C(=C2\C(=O)N(C)C(=S)N2c2ccccc2)C=Cc2ccccc21 | -8% | -41%[inhibitor] | 5 | 0% | -5 | -11% | -1% | -8% | -8%
Cc1ccc(S(=O)(=O)N(CC(=O)N2CCOCC2)C2CCCCC2)cc1 | -1% | -1.5% | -2 | -6% | -2 | 0% | 2% | -3% | -17%
CCC(C)(C)NC(=O)Cn1c(-c2ccc(C)cc2)noc1=O | 0% | 4.1% | 3 | -20% | 3 | 9% | -5% | 3% | -8%
COc1ccc(CNC(=O)c2oc3ccc(S(=O)(=O)N4CCOCC4)cc3c2C)cc1 | -4% | 2.2% | 0 | -12% | -5 | 10%[57.1 µM] | -1% | 2% | -3%
Cc1cc(=O)oc2cc(OCC(=O)OCC(=O)NCCc3ccccc3)ccc12 | 0% | 4.6% | -1 | 10% | 7&6 | 9%[57.1 µM] | 0% | 4% | -21%
CN1C(=CC=C2C=C(I)C(=O)C(I)=C2)C(C)(C)c2ccccc21 | -1% | 3.4% | -4 | -8% | -9 | -5% | -2% | 46µM* | -22%
O=C(Cc1c(F)cccc1Cl)N1CCOCC1 | -2% | 0.6% | 0 | -1% | 2 | 7% | -5% | -12% | -17%
CC(=O)c1ccc(N=Nc2c(C)[nH]n(-c3ccccc3)c2=O)cc1 | -1% | 4.0% | -10 | -1% | -6 | -5% | -7% | -6% | -6%
O=C(O)c1cccc(CSc2nnc(COc3ccccc3)o2)c1 | -11% | 0.1% | -7 | -10% | -7 | 4%[57.1 µM] | 3% | 2% | -12%
Cn1c(C(=O)N2CCN(c3ccccn3)CC2)cc2ccccc21 | 4% | 6.8% | -3 | -1% | -1 | -2% | 2% | -7% | -15%
COc1cc2c(cc1OC)C(C)N(C(=O)c1cc3c(s1)-c1c(C)cccc1OC3)CC2 (stereo not drawn) | -5% | 3.5% | -1 | 1% | 4 | 129%[activator] | 4% | 1% | ?
O=C(NCCCN1CCOCC1)c1cccc(S(=O)(=O)Nc2ccc(F)cc2)c1 | -5% | 0.4% | -11 | -2% | 5 | -6% | 0% | 0% | -9%
CC(C)CN(C(=O)C1CCCO1)C1CCS(=O)(=O)C1 (stereo not drawn) | 2% | -0.5% | -10 | -20% | -2 | 1%[57.1 µM] | -2% | -6% | -4%
CSc1nnc(C)c(=O)n1COC(=O)/C=C/c1ccccc1 | 1% | 1.2% | 1 | -7% | 8 | 3% | 2% | 0% | -23%
O=C(OC(c1ccccc1)c1nccc2ccccc12)c1ccccc1 (stereo not drawn) | -2% | / | -7 | -6% | -3 | -2% | -2% | 2% | -16%
O=S(=O)([O-])C/C(=C\c1ccc(Cl)cc1)c1cc[n+](CCO)cc1 | 0% | 3.5% | -5 | -15% | 2 | -12% | 0% | -7% | -12%
C[C@@H]1CCCCO[C@@H](CN(C)C(=O)CCC(F)(F)F)[C@@H](C)CN([C@H](C)CO)C(=O)c2cc(N(C)C)ccc2O1 | -1% | / | 1 | 0% | -1 | / | 3% | 7% | 3%
CCOc1cc(CNC(=O)NC2COc3ccc(OC)cc3C2)cc(OCC)c1OCC (stereo not drawn) | -2% | -1.2% | 2 | 2% | -1 | -4%[57.1 µM] | 2% | -12% | -9%
Cc1cc(-c2ccc(S(=O)(=O)Nc3ccc(Cl)cc3)cc2)on1 | -3% | -3.0% | -9 | -5% | -4 | 0%[57.1 µM] | -14% | -8% | ?
COc1ccc(CCNC(=O)CCCCCn2c(SCC(N)=O)nc3cc4c(cc3c2=O)OCO4)cc1OC | -5%&3% | -2.0%&2.5% | -8&8 | 8%&-4% | 3&6 | -4% | 3%&5% | -11%&23% | -11%&-10%
CCOc1ccc(CC(=O)Nc2nnc3n2CCS3)cc1 | -1% | -3.8% | 1 | -4% | 2 | 4%[57.1 µM] | 0% | -8% | -11%
COc1ccccc1NC(=O)CSc1ccc2nnc(-c3ccncc3)n2n1 | -5% | 8.7% | -3 | -4% | 2 | 1% | -6% | -5% | -29%
OC(c1ccc(Cl)c(Cl)c1)c1ncc(-c2ccc(C(F)(F)F)cc2)[nH]1 (stereo not drawn) | -7% | / | -17 | / | -5 | / | -2% | / | /
C/C(=N/NC(=O)c1sc(NS(=O)(=O)c2ccccc2)nc1C)c1sc(N)nc1C | -2% | 3.0% | -9 | ? | 3 | 9%[57.1 µM] | 6% | -1% | -17%
COc1ccc(C2c3c(-c4cc(Cl)c(C)cc4O)n[nH]c3C(=O)N2Cc2cccnc2)cc1OC (stereo not drawn) | -6% | 7.5% | -1 | -7% | 2 | 0% | -4% | ? | -3%
CCCCN1C(=O)C(=O)N(CC(=O)Nc2ccccc2C(C)=O)C1=O | -2% | / | -2 | 11% | 2 | -1% | 2% | 4% | 1%
Cc1ccc(C(c2nnnn2CCc2ccccc2)N2CCC(C)CC2)cc1 (stereo not drawn) | -2% | -0.3% | 5 | -6% | -4 | -13% | 2% | 5% | -11%
Cc1cc(NC(=O)Nc2cc(F)ccc2F)no1 | -7% | -3.4% | -2 | 0% | -1 | -5%[57.1 µM] | -2% | -5% | -14%
O=C(CC1CC2CCC1C2)N1CCN(S(=O)(=O)c2ccccc2[N+](=O)[O-])CC1 (stereo not drawn) | -3% | -1.0% | 3 | -2% | -2 | -3% | 0% | -4% | -11%
CC(C)(O)C(=O)N=Nc1c(O)[nH]c2ccccc12 | 1% | 0.3% | -4 | 5% | 2 | 8%[57.1 µM] | 0% | 8% | -10%
Cc1cccc(-n2c(N)cc(=O)nc2SCC(=O)Nc2nnc(C)s2)c1 | -1% | 2.8% | -6 | -8% | 3 | -3% | 0% | 2% | -7%
Cc1cccc(NC(=S)NC2CC3CCCC(C2)N3Cc2cccs2)c1C (stereo not drawn) | -2% | -1.2% | -6 | -13% | -1 | -2% | 0% | 1% | 4%
COc1cccc(NC(=O)CSCc2cc(=O)n3nc(C4CC4)sc3n2)c1 | -3% | -0.2% | -3 | -10% | 3 | 0% | 1% | 0% | -12%
CCOC(=O)c1c(C)nc2c(c1-c1cc(OC)ccc1OC)C(=O)c1ccccc1-2 | -3% | 2.8% | 0 | -6% | 2 | 2% | 0% | 0% | -25%
CCc1ccc(CNC(=O)C2CCCN(c3nc4ccccc4o3)C2)cc1 (stereo not drawn) | 0% | 1.6% | -4 | -9% | 5 | 3% | 2% | 2% | -18%
Cc1ccc(NC(=O)CSc2nc(N)cc(=O)[nH]2)cc1S(=O)(=O)N1CCCCC1 | -3% | / | -3 | -7% | -7 | 12%[2.29 µM] | 0% | 2% | -4%
Nc1nncn1C(=O)c1cccs1 | -2% | 1.6% | 1 | 11% | -3 | -6%[57.1 µM] | -2% | 11% | -4%
COc1ccccc1OCCC(=O)OCC(=O)Nc1ccc(Br)cc1 | -2% | 0.8% | -9 | -39% | -2 | 9%[57.1 µM] | 0% | 8% | -23%
CC1=NN(C(N)=S)C(=O)C1N=Nc1c(Br)cc(Br)cc1Br (stereo not drawn) | 1% | -3.1% | -5 | 7% | 19 | -13% | 0% | -8% | -18%
COc1cc(/C=N/NC(=O)c2nc(-c3ccccc3)n(-c3ccccc3)n2)ccc1O | -2% | 0.2% | -5 | 1% | -1 | -3% | -11% | 8% | -23%
CC1CCCCC1NC(=O)C1CCN(S(=O)(=O)c2cccc3nonc23)CC1 (stereo not drawn) | -3% | 1.8% | -5 | -20% | 3 | -1% | -3% | 4% | -25%
CCOc1ccc(-c2nnn(CCC#N)n2)cc1OC | -2% | 0.4% | -4 | 3% | 2 | -5% | -3% | 0% | ?
CCN(C(=O)c1cc(OC)c(OC)c(OC)c1)C1CCCCC1 | -4% | / | -19 | -14% | -4 | / | 0% | -2% | -11%

The list is partial; the hit share may differ from the screen's.
